D2 antag = antagonizes the human D2 dopamine receptor; actives 2% (n = 340,000); AID 485344; HEK293 TREx D2 cells, calcium flux, dopamine EC80; P14416; inhibition, % at 10 µM; in the data active = inhibition above about 30%; also: 0% is about no effect
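Overnight-induced (tetracycline, 30 C) HEK293 T-REx cells carrying force-coupled D2 receive a no-wash calcium dye, then compound, then EC80 dopamine at 180 s; signals are read kinetically throughout.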
TRHR PAM = TRH receptor (human) allosteric enhancement; P34981; TRHR cells, fluo-8 calcium fluorescence, EC20 TRH enhancement; enhancement, % at 2 µM; actives 0.66% (n = 360,000); in the data active = enhancement above about 30%; also: 0% is about no effect
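Enhancer read-out: after compound pinning and an initial kinetic agonist-mode read, an EC20 of TRH (10 nM final) was injected and fluo-8 calcium signal (Ex 480/Em 530) followed at 1 s/cycle for 100 cycles in TRHR-expressing cells.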
TrxR1 inh = inhibitors of rat thioredoxin reductase 1; AID 588453; recombinant rTrxR1, NADPH fluorescence consumption, selenite substrate; Potency, µM (highest dose often 114 µM), for the others: top-dose activity change, negative = inhibition, actives largely listed as inhibitors; O89049; actives 1% (n = 390,000); also: potency is read from the fitted curve at half-maximal effect; % is scaled to controls: 0 for no effect and ±100 for the full control effect; nearly all actives have a fitted effect of over 65% in size
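Rat TrxR1 (90 nM in the dispensed reagent) was pre-reduced with 400 uM NADPH for 5 min at room temperature, then incubated with compound for 15 min. After 400 uM selenite was added, NADPH fluorescence (Ex 340/Em 450 nm) was followed for 8 min.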
USP1 inh = USP1/UAF1 (human) deubiquitinase inhibition; O94782; actives 0.23% (n = 390,000); Potency, µM (highest dose often 57.1 µM), for inactives: at the top dose activity change, negative = inhibition, actives largely listed as inhibitors; recombinant USP1/UAF1, Ub-Rhodamine cleavage fluorescence; also: potency is read from the fitted curve at half-maximal effect; % is scaled to controls: 0 for no effect and ±100 for the full control effect; nearly all actives have a fitted effect of over 60% in size; inactives centre near -12
Target sequence (O94782 whole entry, looked up): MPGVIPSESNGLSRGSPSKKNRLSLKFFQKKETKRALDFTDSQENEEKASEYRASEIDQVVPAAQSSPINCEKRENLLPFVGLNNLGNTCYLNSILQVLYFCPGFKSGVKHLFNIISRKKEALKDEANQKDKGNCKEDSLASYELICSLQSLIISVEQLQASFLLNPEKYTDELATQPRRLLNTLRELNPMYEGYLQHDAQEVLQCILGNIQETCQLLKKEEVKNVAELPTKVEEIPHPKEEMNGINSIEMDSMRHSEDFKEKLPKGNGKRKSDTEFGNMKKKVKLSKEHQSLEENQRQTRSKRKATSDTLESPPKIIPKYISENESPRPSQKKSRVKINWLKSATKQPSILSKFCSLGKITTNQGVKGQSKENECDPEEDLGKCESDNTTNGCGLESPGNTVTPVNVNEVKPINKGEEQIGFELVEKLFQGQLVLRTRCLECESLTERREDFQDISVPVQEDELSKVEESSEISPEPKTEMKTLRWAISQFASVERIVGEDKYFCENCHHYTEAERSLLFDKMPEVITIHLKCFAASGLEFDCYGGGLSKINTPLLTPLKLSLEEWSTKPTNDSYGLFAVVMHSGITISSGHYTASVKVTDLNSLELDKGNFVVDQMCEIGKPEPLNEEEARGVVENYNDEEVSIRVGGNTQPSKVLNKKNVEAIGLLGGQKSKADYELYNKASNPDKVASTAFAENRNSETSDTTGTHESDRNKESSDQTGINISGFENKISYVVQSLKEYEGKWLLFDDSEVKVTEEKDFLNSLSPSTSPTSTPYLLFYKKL
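In this screen, compounds sit with the deubiquitinase complex (1nM) for 15 min at room temperature before Ub-Rho is added at 150nM final. Fluorescence rise is then followed for 6 reads every 60 seconds.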
D2 ag = D2 dopamine receptor (human) agonism; activation, % at 2 µM; HEK293 T-REx D2 cells, calcium flux agonist mode; actives 0.53% (n = 340,000); P14416;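 active = activation over 3 SD above normal in the single-dose calcium agonist read, cut at about 30% in these data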; also: 0% is about no effect
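Agonism is scored from calcium flux in a force-coupled, inducible HEK293 cell line expressing D2, read kinetically for 180 s after compound addition against dopamine controls.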
Pin1 inhibitor = inhibitors of human Pin1; Q13526; Pin1 FP peptide displacement, HiFluor488, 10 min; Potency, µM (doses to about 115 µM), inactives show top-dose activity, negative = inhibition, hits mostly inhibitors; actives 0.009% (n = 390,000); AID 504891; active = well fitted inhibition curve with a large enough effect in the polarisation, with a control signal flat, not every such curve was filed as active; inconclusive = small, poorly fitted or top-dose-only effect, or effect the other way, or a change in a side signal; inactive = no such curve, though single readings can be large or run the other way; the % refers to the polarisation; also: potency is read from the fitted curve at half-maximal effect; % is scaled to controls: 0 for no effect and ±100 for the full control effect
Target sequence (Q13526 whole entry, looked up): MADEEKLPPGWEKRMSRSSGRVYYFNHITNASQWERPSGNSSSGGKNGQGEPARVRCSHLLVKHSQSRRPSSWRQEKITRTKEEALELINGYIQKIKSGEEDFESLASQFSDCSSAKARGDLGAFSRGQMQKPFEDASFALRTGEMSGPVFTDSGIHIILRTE
TRHR ag = TRH receptor (human) agonism. AID 493084. P34981. actives 0.18% (n = 360,000). activation, % at 2 µM. TRHR cells, calcium flux fluo-8, FDSS agonist mode; in the data active = activation above about 30%; also: 0% is about no effect
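TRHR-expressing cells loaded with fluo-8 calcium dye; 23 nL library compound pin-transferred, kinetic FDSS fluorescence (Ex 480/Em 530) recorded about 180 s for agonist-induced calcium release, before a 10 nM TRH EC20 addition for potentiator mode.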
IDH1 R132H inh = human IDH1 R132H inhibition. O75874. IDH1-R132H enzyme, NADPH consumption, diaphorase/resazurin fluorescence. Potency, µM (top dose mostly 76.6 µM), for inactives: at the top dose activity change, negative = inhibition, actives largely listed as inhibitors. actives 0.093% (n = 390,000). AID 602179; also: potency is read from the fitted curve at half-maximal effect; % is scaled to controls: 0 for no effect and ±100 for the full control effect; nearly all actives have a fitted effect of over 65% in size
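IDH1-R132H (0.5 ug/mL) preincubated 30 min with compound, then NADPH (0.016 mM) and alpha-KG (2 mM) added; 80 min at RT, pH 7.5. Remaining NADPH coupled via diaphorase/resazurin to fluorescence (540/590 nm); concentration-response curves normalized to no-enzyme control.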
TrxR1 substrate = is turned over as a substrate by rat TrxR1; purified TrxR1 substrate turnover, NADPH consumption readout; Potency, µM (top dose mostly 114 µM), for the others: at the highest dose activity change, negative = substrate turnover; actives 0.01% (n = 390,000); AID 588456; also: potency is read from the fitted curve at half-maximal effect; % is scaled to controls: 0 for no effect and ±100 for the full control effect; nearly all actives have a fitted effect of over 50% in size
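Rat TrxR1, dispensed at 90 nM, was prereduced with 400 uM NADPH (final) for 5 min at ~22 deg C, then incubated with compound 15 min before 400 uM selenite. A first-read NADPH fluorescence drop versus no-compound background flagged substrates.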
* hit, by the source's call; ? = inconclusive; · = not tested or not shown; [ ] = dose if it differs, or a comment. Unless noted, calls follow the shape of the dose curve; as a rule, active = well fitted inhibition curve with a large enough effect; inconclusive = small, poorly fitted or top-dose-only effect; inactive = no such curve, though single readings can be large or run the other way. A portion of the library (hit frequency here may not be typical).

SMILES | D2 antag | TRHR PAM | TrxR1 inh | USP1 inh | D2 ag | Pin1 inhibitor | TRHR ag | IDH1 R132H inh | TrxR1 substrate
C[C@H]1O[C@@H](O[C@H]2CC[C@@]3(C)C(CC[C@]4(C)C3C=C[C@]35OC[C@@]6(CCC(C)(C)C[C@H]63)[C@@H](O)C[C@]54C)[C@]2(C)CO)[C@H](O)[C@@H](O[C@@H]2O[C@H](CO)[C@@H](O)[C@H](O)[C@H]2O)[C@H]1O (some centres not stated) | · | · | 7.0% | -10.4% | · | -13.2% | · | 1.1% | 4.5%
CC(=O)c1ccccc1NC(=O)COC(=O)/C=C/c1cccs1 | -4.5 | -7.8 | 4.3%[57.1 µM] | -16.6% | -0.3 | -1.1% | 0.2 | 5.5% | 0.5%[57.1 µM]
Cc1cccc(NS(=O)(=O)c2ccc(C(=O)NCC3CCCO3)cc2)c1C (configuration not stated) | -15.7 | -4.5 | 14.2% | -19.0% | 1.6 | -11.1% | 0.7 | -6.8% | 3.8%
COc1ccc(CNC(=O)CSc2nc3nc(C)cc(C)n3n2)cc1 | 11.5 | -2.4 | ? | -16.2% | 0.1 | 2.5% | 1.3 | 4.1% | -9.2%
COC(=O)CSc1nc(-c2ccccc2)c2c(c1C#N)CCCC2 | -0.7 | -11.1 | -1.4% | -11.4% | 1.9 | ? | 0.3 | 4.4% | -0.1%
CCn1c(=O)c(CCC(=O)NCCN2CCOCC2)c(C)c2c(C)nn(-c3ccccc3)c21 | 0.9 | 8.1 | 9.1% | -8.2% | -0.7 | 1.3% | -1.0 | 3.7% | 21.6%
COC(=O)COc1ccc(S(=O)(=O)NC2CCCCCC2)cc1 | 26.8 | 2.4 | 0.6% | ? | 0.4 | -0.3% | 0.2 | 3.3% | 5.9%
COc1ccccc1CC(=O)NCCN1CCCCC1 | 10.3 | -5.7 | 10.4%[57.1 µM] | -16.7% | -0.9 | 2.2% | 0.1 | -0.1% | -8.4%
COc1ccc(C(=O)c2sc3nc(-c4ccccc4)ccc3c2N)cc1OC | -25.3 | 2.1 | 9.9%[57.1 µM] | -4.0% | 7.5 | 113.8%[activator] | 44.2* | -2.2% | -10.6%
CCCOC(=O)CSc1nnc(-c2cc(OC)c(OC)c(OC)c2)o1 | -10.2 | -1.6 | 8.0% | -18.2% | 0.7 | 0.3% | -0.7 | 5.7% | -2.7%
O=C(NCCS(=O)(=O)N1CCN(c2cccc(Cl)c2)CC1)c1ccc2c(c1)OCO2 | 2.9 | -2.6 | -2.8% | -12.2% | 3.8 | -1.8% | -0.4 | 2.0% | -3.6%
O=C(Nc1nnc(-c2ccc(Cl)cc2)o1)c1nc2ccccc2s1 | -0.3 | 3.6 | -12.8% | -19.3% | 25.4 | 6.4% | 21.6 | 1.5% | -11.7%
Cc1cc(C)cc(NC(=O)C2CCN(C(=O)[C@@H]3Cc4ccccc4CN3)CC2)c1 | 0.2 | 1.4 | 7.6% | -22.1% | 1.5 | -0.1% | 2.4 | 0.0% | -2.5%
COCCNC(=O)C(=O)NNS(=O)(=O)c1ccc(Cl)cc1 | -6.1 | 19.9 | 16.2% | -21.4% | 1.1 | -3.4% | 0.6 | 5.1% | 1.7%
CCOC(=O)c1c(O)cc(OC)cc1CCc1ccccc1 | · | · | 7.2% | -29.1% | · | 10.8% | · | -3.5% | 3.4%
CCCOc1ccc(C(=O)NNC(=O)CCNC(=O)c2ccccc2Cl)cc1OC | 11.7 | 0.3 | -10.0% | -13.0% | 0.1 | -1.8% | 0.8 | 12.5% | -6.2%
CN1CCN(c2ccc(S(=O)(=O)N3CCCCC3)cc2N)CC1 | -14.0 | 59.6* | 14.2% | -14.8% | 0.7 | -8.9% | 2.0 | 7.0% | 6.8%
COc1ccccc1CN(Cc1nc2ccccc2c(=O)[nH]1)S(=O)(=O)c1ccc(C)cc1 | -8.1 | 10.9 | 6.0% | -15.5% | -0.5 | ? | -0.4 | -2.6% | 4.3%
COc1ccc(OC)c(/C=C/C(=O)N2CCN(S(=O)(=O)c3ccc(C)cc3C)CC2)c1 | -19.2 | 9.4 | 146.5%[activator] | -19.8% | 0.2 | 9.8% | -0.4 | 2.4% | 341.1%[activator]
O=S(=O)(Nc1c(Br)cc(Br)c2cccnc12)C1CCCCC1 | · | -1.7 | -11.1% | · | · | 6.2% | 0.0 | · | 1.0%[0.457 µM]
Cc1ccc(C(=O)NCCCCNC(=O)c2ccc(C)o2)o1 | -28.6 | -0.1 | -2.9% | -19.1% | 1.0 | -9.0% | 0.8 | -1.9% | -6.9%
NC(=O)N/N=C/c1ccccc1OCC(=O)NCc1ccccc1 | 4.1 | 4.0 | -3.9% | 8.6% | -4.2 | -1.9% | 0.1 | -3.5% | -7.6%
Cc1ccc(NC(=O)Nc2ccc3c(c2)N(C)C(=O)CS3)nc1 | 15.3 | 5.6 | 12.2% | -20.6% | -0.7 | 66.3%[activator] | -0.6 | 1.9% | 9.1%
Cc1ccccc1Cn1c(C)c(CNCc2ccccc2)c(C(=O)O)c1C | · | 4.7 | 3.2% | -26.5% | -0.8 | -8.2% | 0.5 | -4.4% | -2.1%
Cc1nc2sccn2c(=O)c1S(=O)(=O)NCC1CCN(Cc2ccccc2Cl)CC1 | 2.4 | -1.3 | 9.7% | -8.3% | -1.0 | 2.8% | 0.7 | -7.3% | -3.8%
CCOC(=O)CSc1nnc(CNC(=O)c2cccs2)n1-c1cccc(C)c1 | -7.5 | 12.2 | 7.2% | -10.4% | -0.7 | -2.1% | 0.1 | 5.6% | -3.0%
OC(CNCCc1ccccc1)COc1ccc(OCC(O)CNCCc2ccccc2)cc1 (configuration not stated) | · | 9.2 | 2.0% | -8.1% | · | -2.3% | 3.7 | -17.5% | -8.1%
CCCS(=O)(=O)N1CCc2ccc(NC(=O)c3ccccc3Cl)cc2C1 | 8.2 | -7.6 | 8.5% | -23.0% | 0.3 | -7.1% | -0.3 | -0.1% | -0.4%
CC(C)c1nc2cc(C(=O)N(C)Cc3ccc(F)cc3)ccc2o1 | 25.0 | -1.4 | -1.0% | -6.7% | -0.2 | 3.9% | -0.2 | 0.7% | -1.6%
CCCCC(=O)OCc1c(-c2ccccc2)ncc2ccccc12 | 4.6 | 1.7 | 0.1% | ? | -0.8 | 5.6% | -0.3 | -1.3% | 3.6%
O=C(CN(Cc1ccc(F)cc1)C(=O)CCC(=O)Nc1nccs1)NCc1ccc(F)cc1 | -9.3 | -9.0 | -1.3% | -21.7% | -0.6 | 0.1% | -0.9 | 0.0% | -5.2%
Cn1c(C=O)c(-c2ccc3c(c2)OCCO3)c2ccccc21 | -5.8 | 3.7 | -11.5%[57.1 µM] | -21.4% | -0.3 | ? | 0.1 | -4.7% | -0.2%[57.1 µM]
Cc1ccc(SCC(=O)NCc2ccncc2)cc1 | -2.5 | 12.8 | 10.7% | -12.5% | 0.9 | -1.6% | 0.4 | 2.7% | -1.4%
CCN1C(=O)c2ccccc2S(=O)(=O)c2ccc(C(=O)NCCOC)cc21 | -0.7 | 6.3 | -1.1%[57.1 µM] | -12.5% | 0.6 | 3.4% | 0.6 | -1.1% | -4.3%[57.1 µM]
CSCCC(NC(=O)c1cc([N+](=O)[O-])cc([N+](=O)[O-])c1)c1nc2ccccc2[nH]1 (configuration not stated) | -4.6 | -10.7 | -16.9% | -5.6% | 1.4 | -3.6% | -0.6 | -7.6% | -13.2%
CC(NC(=O)c1ccco1)C(=O)Nc1nc(-c2ccccn2)cs1 (configuration not stated) | 6.6 | -2.0 | -12.3% | -19.4% | 0.1 | -10.2% | -0.2 | 5.5% | -1.1%
CCCn1c(=O)sc2cc(NC(=O)c3ccccc3Cl)ccc21 | · | 2.0 | 6.7% | -23.4% | -2.0 | 5.9% | -1.2 | 6.6% | 2.8%
NC(=O)c1ccsc1NC(=O)COC(=O)Cc1ccsc1 | 8.7 | -8.5 | 14.8%[57.1 µM] | -10.4% | 0.7 | 8.5% | 0.7 | 2.0% | 5.1%[57.1 µM]
Cc1cccc(NC(=O)CSc2c3c(nc4ccccc24)CCC3)n1 | -16.5 | 1.2 | 5.7% | -19.2% | 0.6 | 0.5% | -1.1 | 0.0% | -1.9%
Cc1ccc(NC(=O)C2CCN(S(=O)(=O)c3cccc4nonc34)CC2)cc1C | · | -8.0 | 16.4%[57.1 µM] | -14.0% | 0.0 | -10.1% | 0.6 | -14.6% | -2.1%[57.1 µM]
Cn1cc(CN(C(=O)Nc2ccccc2)C2CCCCC2)c2ccccc21 | · | 3.1 | 11.9% | -19.0% | -0.4 | 29.8% | 0.1 | -7.6% | 1.2%
CC(C)c1noc(-c2ccccc2OCC(=O)Nc2cccc([N+](=O)[O-])c2)n1 | · | -5.3 | 23.1% | -21.7% | -0.6 | 0.5% | 0.2 | 1.8% | 6.1%
CCOc1cc(CNC2CCCC2)c(Cl)cc1OCC(=O)Nc1ccccc1 | 12.3 | 0.7 | -8.9% | -23.7% | -0.1 | 3.9% | 1.8 | -2.1% | -7.7%

Ordered by heavy-atom count (rising): three of the compounds above
SMILES | D2 antag | TRHR PAM | TrxR1 inh | USP1 inh | D2 ag | Pin1 inhibitor | TRHR ag | IDH1 R132H inh | TrxR1 substrate
CCCn1c(=O)sc2cc(NC(=O)c3ccccc3Cl)ccc21 | · | 2.0 | 6.7% | -23.4% | -2.0 | 5.9% | -1.2 | 6.6% | 2.8%
CCOc1cc(CNC2CCCC2)c(Cl)cc1OCC(=O)Nc1ccccc1 | 12.3 | 0.7 | -8.9% | -23.7% | -0.1 | 3.9% | 1.8 | -2.1% | -7.7%
Cc1ccc(NC(=O)C2CCN(S(=O)(=O)c3cccc4nonc34)CC2)cc1C | · | -8.0 | 16.4%[57.1 µM] | -14.0% | 0.0 | -10.1% | 0.6 | -14.6% | -2.1%[57.1 µM]

Source: PubChem (National Center for Advancing Translational Sciences (NCATS))
